Bioassay records (PubChem BioAssay)
D3 antag: qHTS of D3 Dopamine Receptor Antagonist: qHTS; D(3) dopamine receptor (Homo sapiens), P35462; D3R cells, DiscoveRx beta-arrestin luminescence, antagonist mode; hits give low values; max response, negative = inhibition, %; 360,000 compounds, 2.5% hits; in the data active = max response below about -50%; inconclusive = no clear call, values can overlap the other calls; note: % is set by controls: 0 for no effect and ±100 for the full control effect; mostly tested at two doses, the higher about 12 µM
Target sequence (P35462 whole entry, looked up): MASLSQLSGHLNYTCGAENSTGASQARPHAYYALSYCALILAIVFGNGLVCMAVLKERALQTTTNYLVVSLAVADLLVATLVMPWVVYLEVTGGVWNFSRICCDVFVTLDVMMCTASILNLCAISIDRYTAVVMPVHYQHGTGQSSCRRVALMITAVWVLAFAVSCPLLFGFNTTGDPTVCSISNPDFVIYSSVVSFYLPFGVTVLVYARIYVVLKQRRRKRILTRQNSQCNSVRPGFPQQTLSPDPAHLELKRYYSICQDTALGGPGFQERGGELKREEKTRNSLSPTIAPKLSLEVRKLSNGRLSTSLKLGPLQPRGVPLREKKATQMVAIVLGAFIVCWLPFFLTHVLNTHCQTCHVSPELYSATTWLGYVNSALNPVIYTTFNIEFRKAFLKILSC
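Cells expressing the human receptor were seeded at 1500 cells/well, incubated overnight at 37 degrees C in 5% CO2, then exposed to library compounds with dopamine controls for 90 minutes at 37 degrees C before luminescent detection.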
Abeta rescue: qHTS for compounds that reverse cellular toxicity of Amyloid beta (A-beta) peptide in yeast: Primary Screen. 410,000 compounds, 0.063% hits. Potency, µM (highest dose often 46.1 µM), for the others: at the highest dose growth rescue, actives largely listed as activators. yeast expressing A-beta42, growth rescue, OD600, 48 h; response scale: 0% DMSO, 100% iron-clioquinol control; note: potency is the fitted concentration of half-maximal effect; nearly all actives have a fitted effect of over 55% in size
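Yeast A-beta toxicity model in growth medium with pinned compounds, 48 h at 30 C; growth read as absorbance at 600 nm. Normalized to FeCl3/clioquinol equimolar mix (positive) and DMSO (negative).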
PTHR1 agonist: qHTS for PTHR1 Agonists: Primary Screen | Potency, µM (highest dose often 115 µM), without a hit: at the top dose activation, most hits filed as activators | Parathyroid hormone/parathyroid hormone-related peptide receptor (Homo sapiens), Q03431 | 410,000 compounds, 0.075% hits | AID 743266, 2014 | HEK293 GP2 PTHR1 cells, GloSensor cAMP luminescence, 1 h; note: potency is the fitted concentration of half-maximal effect; nearly all actives have a fitted effect of over 55% in size; some results filed as inactive show a strong effect at the top dose; inactives centre near -15; many of its hits are not listed in these tables
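HEK-293-derived GP2 cells expressing PTHR1 and a GloSensor cAMP reporter, 3,000/well, plated overnight, given luciferin plus IBMX (each 0.5 mM as added) for 1 h at 37 °C, then compound for 1 h at 37 °C. Luminescence was read after 15 min at room temperature.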
aSyn yeast inh: qHTS of alpha-syn Inhibitors; Yeast expressing alpha-synuclein, growth rescue, BacTiter-Glo, 24 h; Potency, µM (series often up to 46.1 µM), for inactives: top-dose growth rescue (activation), actives largely listed as activators; 370,000 compounds, 0.14% hits; note: potency is the fitted concentration of half-maximal effect; % of control where 0% means no effect; nearly all actives have a fitted effect of over 65% in size
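Screening used galactose-induced yeast with toxic alpha-synuclein levels, exposed to compound for 24 hr at 30 deg C. Cell growth, read with BacTiter-Glo luminescence, gave the measured signal.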
GLP-1R agonist: qHTS of GLP-1 Receptor Agonists | Glucagon-like peptide 1 receptor (Homo sapiens), P43220 | HEK293 GLP-1R CRE-luciferase, luminescence, 4-6 h; cells express a hypersensitive GLP-1R form | Potency, µM (highest dose often 45.6 µM), inactives show at the top dose activation, actives largely listed as activators | 380,000 compounds, 0.007% hits | AID 624172, 2012; note: potency is the fitted concentration of half-maximal effect; % of control where 0% means no effect
Target sequence (P43220 whole entry, looked up): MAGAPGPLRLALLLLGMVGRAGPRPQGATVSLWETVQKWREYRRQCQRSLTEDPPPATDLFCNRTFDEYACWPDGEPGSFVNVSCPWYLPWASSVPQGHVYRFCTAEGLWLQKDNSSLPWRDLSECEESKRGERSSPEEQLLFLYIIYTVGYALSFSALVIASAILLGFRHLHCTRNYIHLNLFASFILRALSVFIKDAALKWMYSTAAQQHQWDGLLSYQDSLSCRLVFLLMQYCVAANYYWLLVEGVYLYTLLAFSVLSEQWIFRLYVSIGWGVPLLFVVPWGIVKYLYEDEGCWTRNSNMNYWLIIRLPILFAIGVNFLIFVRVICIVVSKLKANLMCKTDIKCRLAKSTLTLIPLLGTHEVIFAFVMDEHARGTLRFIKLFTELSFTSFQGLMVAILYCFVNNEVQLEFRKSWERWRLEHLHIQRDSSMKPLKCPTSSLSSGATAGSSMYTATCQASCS
FUS yeast rescue: qHTS for Suppressors of FUS Proteinopathy: Primary screen using FUS-linked yeast assay. S. cerevisiae FUS-expressing, growth rescue, OD600, 24 h. Potency, µM (series often up to 76.6 µM), without a hit: at the top dose growth rescue (activation), most hits filed as activators. 390,000 compounds, 0.24% hits. AID 1347120, 2019;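 note: potency is the fitted concentration of half-maximal effect; plate controls were DMSO vehicle for no effect and reference control for full effect; nearly all actives have a fitted effect of over 55% in size; some results filed as inactive show a strong effect at the top dose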
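Steps: raffinose overnight preculture; dilution to OD 0.005 in 2% galactose minimal medium; compound addition (concentration series); 24hr at 30C, 99% humidity; absorbance read at 600 nm.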
TDP-43 yeast inh: qHTS of TDP-43 Inhibitors; TDP-43 expressing yeast growth rescue, BacTiter-Glo, 24 h; 410,000 compounds, 1.8% hits; Potency, µM (doses to about 46.1 µM), without a hit: top-dose growth rescue (activation), most hits filed as activators; AID 652104, 2013; note: potency is the fitted concentration of half-maximal effect; % of control where 0% means no effect; nearly all actives have a fitted effect of over 50% in size
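Growth rescue of TDP-43-toxic yeast measured as ATP luminescence (BacTiter-Glo). Cells grown to mid-log in raffinose, induced in galactose at OD600=0.02, exposed to compound 24 hr at 30 deg C.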
pAkt inh: HTS Assay for Inhibitors of Akt Phophorylation: Primary Screen; Neuro2A IGF-stimulated pAkt S473 HTRF, 20 min; hits give low values; activity change, % for hits at 50 µM; 360,000 compounds, 0.32% hits; AID 651550, 2012; in the data active = activity change below about -80%; inconclusive = mostly about -51% to -80%; note: % is set by controls: 0 for no effect and ±100 for the full control effect
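Single-point screen (50 µM final compound) in Neuro2A cells stimulated 20 min with 6 nM IGF at 37 deg C. After lysis, Ser473-phosphorylated Akt read by HTRF (ex 330 nm, em 615/665 nm) as the 665/615 ratio.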
GLP-1R inv ag: qHTS of GLP-1 Receptor Inverse Agonists (Inhibition Mode); Glucagon-like peptide 1 receptor (Homo sapiens), P43220; HEK293 GLP-1R CRE-luciferase, luminescence, 24 h; GLP-1R form is constitutively active; Potency, µM (highest dose often 38.3 µM), inactives show at the highest dose activity change, negative = inhibition, actives largely listed as inhibitors; 410,000 compounds, 1.6% hits; AID 624417, 2012; note: potency is the fitted concentration of half-maximal effect; % is set by controls: 0 for no effect and ±100 for the full control effect; nearly all actives have a fitted effect of over 55% in size
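Assay principle: reduced luminescence from a cAMP-responsive reporter in HEK293 cells co-expressing a constitutively active GLP-1R. Conditions: 24 hr compound incubation, 37 deg C, 5% CO2.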
Starred values were filed as active, the others as inactive; i = inactive; ? = inconclusive; · = not tested or not shown; & = joins results of further samples; [ ] = another dose, or the depositor's remark. Unless noted, calls come from the whole dose curve; as a rule, active = well fitted curve in the direction sought with a large enough effect; inconclusive = small, poorly fitted or top-dose-only effect, or another doubt; inactive = no such curve, though single readings can be large; an effect the other way counts as inactive or inconclusive.

Structure | D3 antag | Abeta rescue | PTHR1 agonist | aSyn yeast inh | GLP-1R agonist | FUS yeast rescue | TDP-43 yeast inh | pAkt inh | GLP-1R inv ag
COc1cc(CNCc2ccc(Br)cc2)cc(OC)c1 | -7 | -14% | -16% | -2% | 3% | -20% | 9% | i | -26%
COc1ccc(S(=O)(=O)N/N=C(/C)c2ccco2)cc1 | 7 | 24% | -5% | -5% | -2% | 0% | 7% | i | 14%
COc1ccc(S(=O)(=O)N2CCCCC2c2cc(C(=O)NCc3ccccc3)no2)cc1 (stereo unspecified) | -2 | -15% | -4% | 17% | 0% | 33% | 17% | i | ?
N#Cc1nc(-c2ccccc2)oc1NCCCn1ccnc1 | 6 | -8% | -19% | 1% | 9% | -28% | 4% | i | 12%
Cc1ccnc(N/N=C/c2ccccc2)n1 | -26 | 2% | -2% | -2% | -1% | 14% | 18% | i | ?
COc1cccc(-c2nc(N3CCC(C)CC3)c3ccccc3n2)c1O | 36 | -14% | i | 17% | 0% | 2% | -8% | i | 1%
O=C(COC(=O)Cc1ccc(Cl)cc1)NCc1ccc(F)cc1 | 6 | -17% | i | 8%[1.84 µM] | 7% | 35% | ? | i | -5%
CCCCCCCCOC(=O)c1cc([N+](=O)[O-])c(Sc2ncnc3nc[nH]c23)c([N+](=O)[O-])c1 | -55* | -62%[inhibitor] | -13% | -64%[inhibitor] | -2% | · | 13µM* | i | ?
C=CCNc1nc(C(=O)OCC(=O)c2ccc(OC)cc2OC)cs1 | -1 | 4% | -10% | 0% | 1% | -4% | 6% | i | 0%
CCC1(c2ccc(F)cc2)NC(=O)NC1=O (stereo unspecified) | -11 | -8% | -7% | 0% | 0% | 3% | -17% | i | 7%
COc1ccc(NC(=O)CN(C)C(=O)C2=COCCO2)cc1 | -59* | 3% | i | -1% | -16% | 2% | 21% | i | 11%
Cc1c(P(=O)(c2ccccc2)c2ccccc2)c2ccccc2n1C | · | -15% | i | · | 11% | 42% | · | · | ·
CCOc1ccc(C(=O)NCc2ccco2)cc1Cl | 19 | 3% | -20% | 1% | 3% | -28% | ? | i | 0%
O=C(NCCCc1ccncc1)C1CCC(=O)N(Cc2cccc(C(F)(F)F)c2)C1 (stereo unspecified) | ? | -13% | i | -2% | -4% | · | 8% | i | -2%
O=C(CCN1CCOCC1)NNC(=O)Nc1cccc([N+](=O)[O-])c1 | -6 | -7% | 5% | -3% | -26% | 22% | -20% | i | 21%
CCN(CC)C(=O)[C@H]1CC(CC(=O)NCc2ccco2)C(=O)N2CCc3c([nH]c4ccc(OC)cc34)[C@]12C (stereo partly specified) | -1 | 6% | -21% | 1% | 0% | 22% | 9% | i | 0%
O=C(O)c1ccccc1CSc1nnc2c(n1)[nH]c1ccccc12 | -22 | 6% | i | -2% | 1% | -2% | -4% | i | 6%
Cc1cccc(OC(C)C(=O)NCc2ccc(S(N)(=O)=O)cc2)c1 (stereo unspecified) | -6 | -10% | -27% | -4% | 1% | · | -1% | i | 1%
CCOC(=O)c1csc(-n2nc(C)cc2C(F)(F)F)n1 | -5 | -17% | -20% | 0% | 12% | -32% | 13% | i | 6%
CC(C)(C)c1ccc(C(=O)NC(=O)COC(=O)c2ccco2)cc1 | 9 | 10% | -15% | -4% | 16% | -1% | -11% | i | -12%
CCOc1ccc(C(CC(=O)O)NS(=O)(=O)c2ccc(C)cc2)cc1OC (stereo unspecified) | 15 | -11% | i | 4% | -17% | -18% | 0% | i | 2%
CC(=O)Nc1ccc(Oc2cc(C#N)c(C#N)cc2N2CCCCCC2)cc1 | -27 | -18% | -10%[57.5 µM] | 5% | 1% | ? | -18% | i | ?
Cc1cc(NC(=O)c2ccc(COc3ccccc3Cl)o2)no1 | -9 | 4% | i | -4% | 4% | 3% | · | i | 5%
Nc1ccc2c(c1)[nH]c(=O)c1cc(N)ccc12 | 12 | -17% | i | -3% | 4% | -19% | 13% | i | 67%[activator]
COc1ccc(OC)c(S(=O)(=O)NCC(c2ccc(F)cc2)N2CCN(C)CC2)c1 (stereo unspecified) | 6 | -1% | i | 3% | 15% | 16% | 0% | i | -23%
COc1cc(SC)ccc1C(=O)Nc1ccc(Cl)cn1 | 7 | -11% | -93%[inhibitor] | -6% | -3% | 21% | -1% | i | 2.2µM*
C=CCn1c(N2CCN(c3ccc(OC)cc3)CC2)nc2c1c(=O)n(C)c(=O)n2C | 6 | -10% | -28% | 3% | 8% | 14% | ? | i | -10%[7.66 µM]
Brc1ccc(-c2nnc(SCCC3OCCCO3)o2)cc1 | 30 | 8% | -28% | 4% | 19% | 22% | ? | i | -2%
Clc1ccc(Cn2nnc(-c3ccccc3)n2)cc1 | 29 | 9% | -7%[57.5 µM] | 1% | -3% | -29% | 1% | i | ?
N#Cc1c(-c2ccccc2)ccn(Cc2ccccc2Cl)c1=O | -51* | 10% | -69%[inhibitor] | 12% | 1% | · | 26% | i | -2%
CCOc1ccc(C(=O)NCC2CCCO2)cc1 (stereo unspecified) | 9 | 1% | 0%[57.5 µM] | 1% | 0% | 22% | 3% | i | 5%
CCc1ccccc1NC(=O)c1ccc2[nH]c(C)c(C)c2c1 | · | -13% | i | · | · | 7% | 9% | · | -19%
O=C1CC=Nc2ccc([N+](=O)[O-])cc21 | -7 | 3% | i | -2% | -4% | 6% | 24% | i | -7%
O=C(N/N=C/c1ccccc1C(=O)O)c1ccncc1 | 7 | -4% | -12% | -4% | -3% | -20% | 5% | i | -1%
O=C(NCCS(=O)(=O)N1CCN(c2ccccc2)CC1)C1CC(=O)N(c2ccccc2)C1 (stereo unspecified) | 17 | -23%&10% | i | 4% | -3% | -19%&-4% | 9%&13% | · | -11%&-3%
COc1cc2nc(Nc3cccc(F)c3)nc(N)c2cc1OC | -20 | -30%&-3% | -17%&-26% | -12% | 6% | 21%&-5% | 29%&0% | i | 10µM*
CC(Sc1nnnn1C1CCCCC1)C(=O)O (stereo unspecified) | 7 | -36%[inhibitor] | i | 2% | 7% | 8% | 15% | i | 3%
O=C(CSc1nnnn1-c1cccc2ccccc12)Nc1ccc(N2CCOCC2)c(Cl)c1 | -20 | -11% | -34%[inhibitor] | -4% | 6% | 30% | -2% | i | 2%
Cc1c2c(n3c(nc4ccccc43)c1C#N)N(CCN1CCOCC1)CC2 | -5 | -13% | -4% | 5% | 0% | 22% | 0% | i | 22%
CC(C)(C)OC(=O)C[C@@H]1C/C=C\C[C@@H](CC(=O)N(CCO)Cc2ccccc2)C(=O)N[C@H](C(C)(C)C)COC1=O | 16 | 7% | i | 9% | 11% | ? | 25% | i | -6%
CC(=O)c1cc2c(cc1NS(=O)(=O)c1ccc3c(c1)OCCO3)OCO2 | 8 | -1% | i | 0% | -1% | -20% | -9% | i | -2%
O=C(Cc1cccs1)NC1(C(=O)NC2CCCC2)CCCCC1 | 5 | -4% | 13% | -7% | 8% | 17% | -28% | i | 7%
O=S(=O)(c1cccc2cccnc12)N1CCN(Cc2ccccc2)CC1 | -9 | -10% | -6% | -6% | 8% | 0% | 3% | i | 13%
O=S(=O)(c1cccc2cccnc12)n1cnc2ccccc21 | 12 | 2% | -4% | 3% | -1% | -15% | 22% | i | -7%
Cc1c2c(nc3ccccc13)CC(C)(C)CC2=O | -9 | 6% | -16% | 1% | 2% | 8% | ? | i | 5%[0.307 µM]
O=C(CNC(=O)c1cccs1)N=Nc1c(O)[nH]c2ccc(Br)cc12 | -28 | -11% | 0% | 0% | -4% | -10% | -4% | i | 86%[activator]
CCOC(=O)c1cn2nc(-c3ccc(OCC)cc3)cc2nc1C1CCN(C(=O)OC(C)(C)C)CC1 | 6 | 6% | i | 1% | -9% | -7% | 6% | i | 0%
CN(C)S(=O)(=O)c1ccc(Cl)c(NC(=O)COC(=O)CNC(=O)c2ccco2)c1 | -1 | -13% | -2% | 1% | 0% | -3% | 12% | i | 7%

A draw from above in order of molar mass, smallest number first.
Structure | D3 antag | Abeta rescue | PTHR1 agonist | aSyn yeast inh | GLP-1R agonist | FUS yeast rescue | TDP-43 yeast inh | pAkt inh | GLP-1R inv ag
Clc1ccc(Cn2nnc(-c3ccccc3)n2)cc1 | 29 | 9% | -7%[57.5 µM] | 1% | -3% | -29% | 1% | i | ?
COc1cc2nc(Nc3cccc(F)c3)nc(N)c2cc1OC | -20 | -30%&-3% | -17%&-26% | -12% | 6% | 21%&-5% | 29%&0% | i | 10µM*
Brc1ccc(-c2nnc(SCCC3OCCCO3)o2)cc1 | 30 | 8% | -28% | 4% | 19% | 22% | ? | i | -2%
CC(=O)c1cc2c(cc1NS(=O)(=O)c1ccc3c(c1)OCCO3)OCO2 | 8 | -1% | i | 0% | -1% | -20% | -9% | i | -2%
C=CCn1c(N2CCN(c3ccc(OC)cc3)CC2)nc2c1c(=O)n(C)c(=O)n2C | 6 | -10% | -28% | 3% | 8% | 14% | ? | i | -10%[7.66 µM]
O=C(CSc1nnnn1-c1cccc2ccccc12)Nc1ccc(N2CCOCC2)c(Cl)c1 | -20 | -11% | -34%[inhibitor] | -4% | 6% | 30% | -2% | i | 2%
CC(C)(C)OC(=O)C[C@@H]1C/C=C\C[C@@H](CC(=O)N(CCO)Cc2ccccc2)C(=O)N[C@H](C(C)(C)C)COC1=O | 16 | 7% | i | 9% | 11% | ? | 25% | i | -6%

A portion of the library; count on the stated rates, not on these rows.
